Compound activity deposited in PubChem by several laboratories.
ER stress rescue: rescue of cells from ER stress-induced death, primary screen, 384-well, CSM14.1, thapsigargin, ATP luminescence (AID 1222) | CSM14.1 thapsigargin-induced death rescue, ATP luminescence; higher % means a stronger effect | cellular ATP content (survival), % at 20 µM, or EC50 in µM where a hit was titrated | 190,000 tested, under 10 active;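 active = EC50 below 50 µM in the dose-response confirmation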;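 also: death triggered by thapsigargin at about 15 µM added after 2 h compound pretreatment; cell ATP read after overnight thapsigargin exposure of roughly 18 to 22 hours; normalized against plate controls of thapsigargin alone and 5% DMSO vehicle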
Large T inhibition: TAg ATPase/helicase activity blockers – biochemical (AID 1903) | SV40 large T antigen ATPase/helicase inhibition assay; higher % means a stronger effect | one-dose inhibition, % at 20 µM; IC50 in µM for titrated hits | actives 0.39% (n = 310,000); in the data active = a potency from the dose series; also: strong numbers were not always called active
West Nile antiviral: inhibition of WNV-induced cytopathic effect – cell-based, CPE readout (AID 1621). CPE inhibition, % at 10 µM, or IC50 in µM where a hit was titrated. West Nile virus-infected cells, CPE inhibition; higher % means a stronger effect. actives 0.02% (n = 290,000); in the data active = a potency from the dose series; also: strong numbers were not always called active
NS5 inhibitors: flavivirus cap methylation enzyme inhibition – biochemical, confirmation dose response, primary screen (AID 588689) | Dengue-2 NS5 methyltransferase capping enzyme assay, biochemical; higher % means a stronger effect | inhibition, % at 25 µM; hits with a dose series show IC50 in µM | actives 0.3% (n = 340,000); in the data active = a potency from the dose series
UTI89 phage lysis: protection from phage-mediated lysis, alamar blue read-out – E. coli UTI89, K1F phage, bacterial capsule biogenesis inhibitors (AID 488966). actives 0.02% (n = 340,000). one-dose inhibition, % at 100 µM; IC50 in µM for titrated hits. E. coli UTI89 K1F phage lysis, alamar blue, 2 h; higher % means a stronger effect;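 active = phage lysis inhibition, versus mean bacterial control, above a set limit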;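 also: capsule biogenesis inhibitors block K1F phage lysis so surviving cells raise fluorescence; higher fluorescence means more inhibition of phage lysis; actives were called in the ten point dose series up to 300 µM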
Yfh1-off respiration: enhancers of respiration in Yfh1-depleted yeast, dose response, Friedreich's ataxia, plus single-dose screen (AID 1465); S. cerevisiae Yfh1-off respiration, WST-1 reduction, 72 h; higher fold induction means a stronger effect; fold induction at 50 µM; hits with a dose series show EC50 in µM; actives 0.074% (n = 220,000);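 active = fold induction of absorbance versus untreated yeast above a set limit, then at least 30% activation at any dose in follow-up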;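 also: activators that raise dye reduction in frataxin-depleted yeast; strong numbers were not always called active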
XIAP antagonists: small molecules displacing peptide from XIAP – biochemical, IAP family, fluorescence polarization (AID 1018) | XIAP BIR domain, fluorescence polarization peptide displacement; higher % means a stronger effect | one-dose displacement, % at 20 µM; IC50 in µM for titrated hits | actives 0.007% (n = 200,000); in the data active = displacement above about 50%; also: a part of the inactive calls stands beside numbers as strong as those of hits
WT yeast gro inh: growth inhibition of WT yeast, mitochondrial fusion screen. mitochondrial fusion phenotypic screen, WT strain. inhibition, % at 10 µM. actives 2.1% (n = 190,000). AID 1362; in the data active = inhibition above about 58%; tested in S. cerevisiae
RSV CPE inhibition: RSV antiviral activity via CPE protection, HEp-2 cells, primary 10 µM value included (AID 2391). actives 0.13% (n = 310,000). CPE inhibition, % at 10 µM, or IC50 in µM where a hit was titrated. HEp-2 cells, RSV-induced CPE inhibition; higher % means a stronger effect; in the data active = a potency from the dose series; also: strong numbers were not always called active
WT yeast gro inh mutant strain: further read-out of WT yeast gro inh, marked with its call; inhibition, %; mitochondrial fusion phenotypic screen, mutant strain inhibition
NS5 inhibitors pilot replicate: further read-out of NS5 inhibitors, marked with its call; inhibition, %; measured here: pilot screen replicate inhibition
Numbers without * were called inactive; i = inactive; x = not tested or not shown; [ ] = remark or other dose. Random draw from the library; about 2.2% have a hit in one of these screens.

SMILES	ER stress rescue	Large T inhibition	West Nile antiviral	NS5 inhibitors	UTI89 phage lysis	Yfh1-off respiration	XIAP antagonists	WT yeast gro inh	WT yeast gro inh mutant strain	RSV CPE inhibition	others
CC(=O)Nc1cc2c(=O)n(Cc3ccccc3)c(C)nc2cc1N1CCOCC1	-2.2%	1%	0.0%	2%	0.9%	i	2.4%	-21	-6	0.5%
CC(C)CCN1CCN(Cc2cc3ccccc3[nH]2)CC1CCO (stereo not drawn)	x	8%	-0.5%	x	1.1%	x	x	x	x	-0.6%
Cc1ccc(NS(=O)(=O)Cc2ccccc2)nc1	1.5%	26%	0.3%	-3%	-1.1%	i	-2.4%	-9	5	0.2%
Nc1c(Cl)cc(-c2cn(CCC(=O)O)c(-c3ccc(Cl)nc3)n2)cc1Cl	x	6%	x	-4%	2.6%	x	x	x	x	-0.3%
COc1ccc(-c2cc(C(F)(F)F)nc(SCC(=O)NCCCN3CCOCC3)n2)cc1	0.2%	9%	-0.1%	1%	0.0%	i	-6.0%	-4	11	-1.5%
C=CCC(C#Cc1ccc(C)cc1)N(CC)CC (stereo not drawn)	-0.1%	2%	0.1%	-3%	0.5%	i	-3.9%	6	-5	1.5%
OCCn1c(CSc2nnc(-c3ccco3)n2-c2ccccc2)nc2ccc(Cl)cc21	x	14%	-0.5%	-14%	-0.2%	i	-0.5%	29	22	2.0%
Cc1ccccc1NC(=O)Cn1cnc2c(oc3nc4c(cc32)COC(C)(C)C4)c1=O	-1.0%	6%	0.1%	-4%	-2.7%	i	-5.3%	-8	19	2.1%
COc1ccc(CCC(=O)N2CCCc3ccccc32)cc1	x	20%	-0.5%	-5%	0.4%	x	x	x	x	2.9%
O=C(Nc1ccccc1)Nc1ccccc1C(=O)NCc1ccco1	-0.7%	5%	-0.1%	-4%	1.9%	i	-5.0%	-11	2	-0.9%
Cc1cccc(NC(=O)/C(C#N)=C/c2cn(CC(=O)NCc3ccco3)c3ccccc23)c1C	-1.4%	7%	-0.8%	-1%	-3.3%	i	-1.1%	-6	-11	2.3%
C=CCOC(=O)c1sc(NC(=O)c2ccc(OC)cc2)nc1C	-0.3%	-2%	0.0%	2%	0.5%	i	-19%	-3	-4	1.0%
COc1ccc(Nc2nc(N)c([N+](=O)[O-])c(NCCO)n2)cc1	x	11%	0.5%	x	x	i	x	x	x	3.6%
CCOc1ccccc1OCC(=O)Nc1nc2ccccc2[nH]1	-2.0%	-3%	-0.6%	-5%	0.9%	i	-4.4%	5	-38	4.0%
COC(=O)Cc1ccc(OC(=O)c2cccc(S(=O)(=O)N3CCN(C)CC3)c2)cc1	x	26%	x	-4%	1.9%[50 µM]	x	x	x	x	-0.5%
CCOC(=O)c1c(-c2ccc(OC)cc2)cn2ccccc12	-1.7%	0%	-0.9%	-1%	0.0%	i	-9.6%	10	-5	1.9%
CCOC(=O)/C(=N\Nc1cc(C(F)(F)F)ccc1Cl)N(CC)CC	3.4%	4%	0.4%	-8%	0.8%	i	-3.3%	30	5	0.1%	NS5 inhibitors pilot replicate=-2.4
O=C(Cn1cnc2c(nnn2Cc2ccc(F)cc2)c1=O)NCc1ccco1	2.3%	8%	-0.5%	-22%	0.3%	i	-3.5%	-5	-9	-1.6%
O=S1(=O)CCOC[C@H](CC2CCCCC2)N1Cc1ccc(F)cc1	x	14%	-1.4%	4%	2.0%	x	x	x	x	-1.6%
Cc1ccc(N(C(=O)CNC(=O)c2ccco2)C(C(=O)NCC2CCCO2)c2ccccc2)cc1C (stereo not drawn)	x	6%	-0.5%	-5%	-0.1%	x	x	x	x	0.6%
O=C(Cn1c(=O)n(CC2CCCO2)c(=O)c2ccccc21)c1ccc(Cl)c(Cl)c1 (stereo not drawn)	-0.3%	0%	-0.7%	-5%	0.2%	i	-5.5%	-8	0	-2.1%
O=C(Cn1c(=O)sc2ccccc21)Nc1ccc(S(=O)(=O)N2CCCC2)cc1	-2.1%	-3%	-0.9%	-1%	0.0%	i	-6.8%	-10	-12	2.6%	NS5 inhibitors pilot replicate=2.7
O=C(Nc1ccc(F)cc1)C(Sc1nc2ccccc2[nH]1)c1ccccc1 (stereo not drawn)	1.2%	21%	-1.2%	-1%	5.5%	i	-2.3%	15	17	2.8%
CCCc1ccc2oc(C(=O)N3CCC(O)CC3)c(C)c2c1	x	2%	-1.5%	1%	0.4%	x	x	x	x	13%
CC1c2nc3ccccc3n2C(CC(=O)NCCCN2CCOCC2)C(=O)N1Cc1ccccc1 (stereo not drawn)	-0.1%	8%	0.0%	x	2.0%	i	-7.8%	-1	0	-0.4%

The results go on.
SMILES	ER stress rescue	Large T inhibition	West Nile antiviral	NS5 inhibitors	UTI89 phage lysis	Yfh1-off respiration	XIAP antagonists	WT yeast gro inh	WT yeast gro inh mutant strain	RSV CPE inhibition	others
CC1CCc2c(sc(NC(=O)CSc3ncnc4c3cnn4-c3ccccc3Cl)c2C#N)C1 (stereo not drawn)	-0.6%	11%	2.3%	-1%	0.7%	i	-3.6%	-22	-1	8.5%
COCCCNC(=S)NNC(=O)C1CC1c1ccc(C(C)(C)C)cc1 (stereo not drawn)	0.1%	-4%	-1.0%	-14%	2.2%	i	-5.4%	5	-6	x
COc1ccc(CNC(=O)Cn2c(=O)oc3ccccc32)cc1OC	-0.3%	10%	0.2%	-9%	-0.2%	i	-8.3%	-4	-13	2.4%
O=C(c1ccc2c(=O)n3c(nc2c1)CCCCC3)N1CCN(c2ccc(F)cc2)CC1	x	10%	-0.7%	-12%	0.0%[50 µM]	i	x	x	x	-1.1%
O=[N+]([O-])c1ccc(/C=N/Nc2ncc(-c3ccccc3)cn2)cc1	-1.1%	23%	-0.1%	-3%	0.4%	i	-4.7%	-13	6	x
Cc1c(Cl)c([N+](=O)[O-])nn1CC(=O)NCCCN1CCOCC1	x	7%	0.9%	-1%	-1.2%	x	x	x	x	0.3%
COC(=O)C(Cc1ccc(O)cc1)NC(=O)c1ccc2c(c1)OCCO2 (stereo not drawn)	x	12%	-0.1%	-5%	0.0%	x	x	x	x	-0.3%
O=C1c2ccccc2C(=O)N1CC(O)CN1CCOCC1 (stereo not drawn)	3.2%	12%	0.1%	-6%	5.7%	i	-4.5%	-3	8	0.0%
Cn1c(=O)c2c(nc3sccn32)n(C)c1=O	0.2%	6%	0.2%	0%	-0.4%	i	-10%	6	-1	1.4%
O=C(/C=C/c1ccc(OCCCF)cc1)NCc1ccc(Cl)cc1	-0.4%	9%	x	-3%	0.2%	x	-16%	34	17	4.1%
CCOc1cccc2cc(C(=O)NC(C)c3ccccc3)c(=N)oc12 (stereo not drawn)	x	16%	-0.5%	-3%	-0.2%[50 µM]	x	x	x	x	-0.4%
O=C(NCc1ccco1)c1ccc(NS(=O)(=O)c2cccc([N+](=O)[O-])c2)cc1	-1.4%	8%	0.8%	3%	0.3%	i	-1.0%	-11	6	-0.7%
Cn1c2c(c(=O)n(C)c1=O)CN(CCc1ccccc1)CN2	-2.2%	4%	-0.3%	-2%	-0.2%	i	-3.1%	1	14	1.2%
O=C(NCC(=O)N1CCN(c2ccccc2O)CC1)c1ccco1	x	11%	-0.3%	-8%	0.3%	x	x	x	x	1.1%
c1cn(CC2(Cn3ccnc3)COC2)cn1	-1.7%	-2%	0.3%	-5%	0.1%	i	-5.5%	-8	-6	0.7%
CC1=NN(C(=O)COc2ccc(C)c(C)c2)C(O)(c2ccccc2)C1 (stereo not drawn)	-3.4%	3%	-0.2%	2%	-2.7%	i	-1.7%	-1	1	0.3%
Cc1ccc(C(=O)NNC(=O)CCn2nnc3ccccc32)cc1	-0.5%	1%	0.6%	-3%	-0.6%	i	-6.5%	-9	-8	0.5%
Cc1[nH]c(=O)[nH]c(=O)c1/C=N/NC(=O)[C@H](C)NC(=O)OC(C)(C)C	0.9%	3%	0.1%	-6%	0.8%	i	-3.5%	-9	-15	1.2%
Cc1ccc2cc(COC(=O)c3ccncc3)c(=O)[nH]c2c1	-0.4%	10%	-0.1%	-5%	0.2%	i	-5.9%	-11	-14	6.7%
CC(C)N1CCc2c(sc(NC(=O)c3cc4cc([N+](=O)[O-])ccc4s3)c2C(N)=O)C1	1.0%	12%	-1.9%	-23%	-0.4%	i	-0.4%	-11	12	x
Cc1cccc(N=C2NC(=O)/C(=C/c3cn(C)c4ccccc34)S2)c1	0.5%	6%	0.1%	-12%	2.8%	i	-3.6%	46	-10	21%
COC(=O)c1ccc(C#Cc2ccccc2)o1	x	11%	-0.3%	-2%	0.7%	i	x	x	x	x
COC(=O)c1cc(N2CCNCC2)nc2ccccc12	x	15%	0.3%	6%	0.4%	i	x	x	x	0.2%
CCCC(=O)n1nc(-c2ccccc2)nc1N	-1.1%	6%	-0.2%	-5%	0.3%	i	1.0%	-13	-2	1.2%
COC(=O)[C@@H]1[C@@H](C)N(Cc2ccccc2)C(=O)N[C@H]1c1cccc(C(F)(F)F)c1	x	4%	-0.7%	3%	-0.8%	i	x	x	x	3.8%

An excerpt from above in order of count of non-hydrogen atoms, smallest number first:
SMILES	ER stress rescue	Large T inhibition	West Nile antiviral	NS5 inhibitors	UTI89 phage lysis	Yfh1-off respiration	XIAP antagonists	WT yeast gro inh	WT yeast gro inh mutant strain	RSV CPE inhibition	others
c1cn(CC2(Cn3ccnc3)COC2)cn1	-1.7%	-2%	0.3%	-5%	0.1%	i	-5.5%	-8	-6	0.7%
CCCC(=O)n1nc(-c2ccccc2)nc1N	-1.1%	6%	-0.2%	-5%	0.3%	i	1.0%	-13	-2	1.2%
COC(=O)c1cc(N2CCNCC2)nc2ccccc12	x	15%	0.3%	6%	0.4%	i	x	x	x	0.2%
O=[N+]([O-])c1ccc(/C=N/Nc2ncc(-c3ccccc3)cn2)cc1	-1.1%	23%	-0.1%	-3%	0.4%	i	-4.7%	-13	6	x
COCCCNC(=S)NNC(=O)C1CC1c1ccc(C(C)(C)C)cc1 (stereo not drawn)	0.1%	-4%	-1.0%	-14%	2.2%	i	-5.4%	5	-6	x

Further records follow:
SMILES	ER stress rescue	Large T inhibition	West Nile antiviral	NS5 inhibitors	UTI89 phage lysis	Yfh1-off respiration	XIAP antagonists	WT yeast gro inh	WT yeast gro inh mutant strain	RSV CPE inhibition	others
CSc1nc2cc(S(=O)(=O)N3CCCCC3)ccc2s1	x	20%	1.0%	-8%	0.1%	i	x	x	x	x
C[C@H](C(=O)CC(=O)OC(C)(C)C)[C@H](O)c1ccccc1	x	27%	-0.1%	-7%	1.6%	x	x	x	x	1.9%
Cc1noc(C(=O)Nc2cccc(O)c2)c1Cl	x	19%	-0.1%	-4%	0.1%	i	x	x	x	-0.2%
CCOC(=O)Cn1ccc(NC(=O)c2ccc3c(c2)OCO3)n1	x	19%	0.6%	-9%	0.1%	x	x	x	x	0.8%
COCCN1C(=O)c2oc3cc(C)c(C)cc3c(=O)c2C1c1cccc(O)c1 (stereo not drawn)	x	x	0.2%	2%	0.1%	i	x	x	x	6.6%
O=C(NCc1nc2ccccc2[nH]1)C1=C[C@H](c2ccc(Br)cc2)C[C@H](OCc2ccc(CO)cc2)O1	0.6%	2%	0.1%	0%	6.8%	i	-11%	-9	-8	21%
Cn1cc(CN2CCCCC2C(=O)Nc2ccc(-n3cccn3)cc2)cn1 (stereo not drawn)	x	7%	-0.3%	-7%	1.3%[50 µM]	x	x	x	x	0.5%
